# Screening data as filed in PubChem.
# INS-1E GSIS act: GLuc luminescence reporter in INS-1E cells, primary screen for activators of glucose-dependent secretion of insulin; hit rate 0.61% among 370,000; activation, % at 16.6 µM; AID 743287, 2014; INS-1E GLuc reporter insulin secretion, 2-3 h;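 active means lowest replicate activation of at least 40%, so every replicate reaches that level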;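 further: 0% = median of neutral control wells and 100% = median of IBMX positive control wells; some compounds called inactive have numbers as strong as hits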
# PAX8 reporter: inhibitors of PAX8-driven TPO luciferase reporter, primary screen, RMG-I cells, single concentration | AID 652154, 2013 | hit rate 1.2% among 360,000 | inhibition, % at 12.6 µM | SteadyGlo, 24 h;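 active means mean replicate inhibition at least 60% with every replicate also reaching 60%; inconclusive means only one of the two criteria is met; inactive means mean below 60% and not all replicates reaching 60%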;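 further: luciferase light reporting Pax8 driven TPO promoter activity; plate controls were median of neutral control wells for no effect and mitoxantrone controls for full effect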
# XiGFP reactiv: activators of inactive X chromosome reactivation, primary screen, imaging, XiGFP fibroblasts, GFP high-content imaging, set 2; activation, % at 7.58 µM; XiGFP mouse fibroblasts, % GFP-positive cells imaging, 3 d; cells co-treated with 5-aza-dC sensitizer; scaled so ellipticine positive control = 100%; AID 743238, 2013; hit rate 0.055% among 360,000;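 active means mean normalized replicate activation at least 10% and every replicate at or above 10%; inconclusive means only one of the two criteria met; inactive means mean below 10% and not all replicates reach 10%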;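 further: 0% = median of on-plate neutral control wells and 100% = ellipticine 6 µM median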
#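 assay system = SV40-immortalized XiGFP fibroblast cells, line 68-5-11 | buffer or medium = DMEM plus 5-aza-dC sensitizer | doses = single-point pinned compound dosing | times = 3-day compound exposure, then 15 min fixation at room temperature | benchmarks = positive control ellipticine, 6 µM final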
# EWS-Fli block: EWS/Fli-driven NR0B1 reporter inhibitors, primary screen, A673 cells, NR0B1 luciferase, luminescence, MLPCN library; viability-normalised; inhibition, % at 12.6 µM; hit rate 0.67% among 350,000;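 active means mean inhibition of at least 50% after viability correction, with every replicate also passing that limit; inconclusive means mean reaches 50% but only one of two replicates passes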;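 further: firefly luciferase signal divided by Alamar Blue viability fluorescence both relative to DMSO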
# CFTR F508del cor: F508del CFTR correction, initial screen, CFBE line, single point; AID 720511, 2013; hit rate 0.36% among 350,000; CFBE cells, YFP halide quenching; stimulated with forskolin plus potentiator P3; % fluorescence drop versus neutral controls; activity (quench increase), % at 7.58 µM;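 active means mean added fluorescence quench of at least 8% versus neutral control, with both replicates also reaching 8%; inconclusive means only one of the mean or replicate conditions met; inactive means mean below 8% and not both replicates reaching 8%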;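 further: cells transiently co-express mutant CFTR-F508del with the halide-sensitive YFP; corrector assay measuring rescue of mutant channel to the surface after 24 h compound exposure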
# ARNT TACC3 PPI: disruptors of ARNT/TACC3 protein interaction, primary screen, biochemical, AlphaScreen, single concentration | AID 623870, 2012 | inhibition, % at 9.99 µM | AlphaScreen His-ARNT PAS-B/GST-TACC3 binding, luminescence; TACC3 fragment carries E629A point mutation | hit rate 0.66% among 390,000 | Transforming acidic coiled-coil-containing protein 3 (Homo sapiens), Q9Y6A5;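 active means mean inhibition of replicates at least 50% and at least half of replicates each reaching 50%; inconclusive means half or more replicates reach 50% but mean below 50%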;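 further: 0% = complete ARNT plus TACC3 wells and 100% = ARNT alone without TACC3; many hits fall short of the cut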
# ERp5 block: inhibitors of ERp5-driven insulin aggregation, primary screen, biochemical, turbidity, absorbance 650 nm, single point | hit rate 0.05% among 350,000 | 90 min | inhibition, % at 9.99 µM | Protein disulfide-isomerase A6 (Homo sapiens), Q15084;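 active means mean replicate inhibition above about 25%, with every replicate also reaching it, limit read from the data, passing the limit was not always enough; inconclusive means only one of those two criteria met; inactive means neither criterion met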
# Target sequence (Q15084 whole entry, looked up): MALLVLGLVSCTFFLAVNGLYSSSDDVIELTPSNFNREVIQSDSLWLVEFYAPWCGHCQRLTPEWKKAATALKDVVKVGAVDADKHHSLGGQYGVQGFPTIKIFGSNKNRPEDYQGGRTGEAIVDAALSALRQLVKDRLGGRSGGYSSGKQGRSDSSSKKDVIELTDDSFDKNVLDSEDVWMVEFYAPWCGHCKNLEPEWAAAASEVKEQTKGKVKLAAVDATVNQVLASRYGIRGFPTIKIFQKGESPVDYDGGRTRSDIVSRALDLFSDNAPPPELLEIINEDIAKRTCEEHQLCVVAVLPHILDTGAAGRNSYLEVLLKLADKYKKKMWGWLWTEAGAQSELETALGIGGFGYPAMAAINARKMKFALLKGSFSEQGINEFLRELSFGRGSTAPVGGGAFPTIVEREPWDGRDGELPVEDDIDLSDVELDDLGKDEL
# DENV2 CPE rescue: inhibitors of DENV2 cytopathic effect, primary screen, cell-based, plate reader, single concentration; DENV2-infected cells, cytopathic effect rescue; CPE inhibition, % at 9.99 µM; hit rate 1.7% among 350,000; AID 651640, 2012; in the data active means CPE inhibition above about 20%, passing the limit was not always enough; inconclusive means no clear call, values can overlap the other calls; tested in BHK-21 cells;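 further: 0% = median of neutral control wells and 100% = median of positive control wells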
# * hit, by the source's call; ? = inconclusive; · = no result given; & = joins results of further samples.
SMILES,INS-1E GSIS act,PAX8 reporter,XiGFP reactiv,EWS-Fli block,CFTR F508del cor,ARNT TACC3 PPI,ERp5 block,DENV2 CPE rescue
COc1ccc(CCNC(=O)c2ccc(=O)[nH]c2)cc1OC,10.2,-7.3,-0.1,10.4,0.6,-5.3,2.7,2.6
CC(C)C(=O)Nc1nnc(CCc2ccccc2)s1,-10.6,-28.2,0.3,5.4,-0.7,-4.7,1.4,-2.6
Cc1ccc(C)c(Nc2ccc3nonc3c2[N+](=O)[O-])c1,5.7,8.8,0.1,4.5,-2.2,0.1,-1.4,4.3
CN(C(=O)c1cnc2n(c1=O)CCS2)C1CCCCC1,8.7,-13.6,0.1,3.2,-0.8,·,-1.8,4.2
CCCNC(=O)N1C[C@H]2[C@@H](c3ccccc31)[C@@H](CO)N2C(=O)CN1CCOCC1,3.4,-3.3,0.3,5.6,2.8,-1.6,·,·
CCOC(=O)c1cc(NC(=O)Nc2nc3ccccc3s2)c(C)nc1C,9.6,2.8,0.0,·,·,-4.4,·,·
C[N+](C)(C)CCOC(N)=O,·,-11.2,0.0,1.8,-4.3,-2.2,-3.0,-7.2
COc1cccc(-c2ccc3c(c2)O[C@@H](CN(C)Cc2cncnc2)[C@H](C)CN([C@@H](C)CO)S3(=O)=O)c1,-0.9,·,-1.0,2.4,1.7,-2.7,-3.7,-10.6
COc1ccc(NC(=O)Nc2ccc3c(c2)C(=O)N([C@@H](C)CO)C[C@@H](C)[C@@H](CN(C)C(=O)Nc2ccccc2)OCCCC[C@@H](C)O3)cc1,7.5,0.8,0.0,-3.3,2.8,-1.3,-0.7,1.2
Fc1ccccc1/C=N/Nc1nc2ccccc2o1,7.0,-131.3,0.0,-51.9,-1.5,-4.4,0.3,-1.2
COc1ccccc1-c1cn(CC[C@H]2CC[C@H](NS(=O)(=O)c3ccccc3C)[C@H](CO)O2)nn1,-5.1,9.6,-0.4,20.1,1.6,1.4,-1.8,-0.5
COc1cc2c(cc1OC)CN(CC(=O)NC(=O)NC1CCCCC1)CC2,2.4,-6.9,-0.1,8.5,-1.1,-1.9,2.1,9.4
Cc1c(C(=O)N2CCc3ccccc32)oc2ccccc12,0.0,-71.5,0.0,·,·,0.3,·,·
Cc1nn2c(-c3ccc(F)cc3)ccnc2c1Cl,3.0,-7.4,0.2,-6.2,·,2.9,2.2,7.4
COc1cccc(CN2CC(C(=O)NC3(c4ccccc4)CC3)CCC2=O)c1 (stereo not drawn),-1.4,-16.0,0.0,10.5,1.0,-2.3,1.3,-9.1
CNC(=O)/C(C#N)=C/c1c(N2CCCCCC2)nc2ccccn2c1=O,5.5,17.2,0.0,8.4,0.6,-5.3,-0.7,3.3
CCCNC(=O)N1C[C@@H]2[C@H](c3ccccc31)[C@H](CO)N2C(=O)Nc1ccccc1,4.1,3.2,0.2,-6.5,1.4,17.3,4.2,19.7
COc1cccc(S(=O)(=O)Nc2ccc3c(c2)OC[C@@H](C)N(C(=O)Cc2cccnc2)C[C@H](C)[C@@H](OC)CN(C)C3=O)c1,-6.1,1.3,0.0,-4.1,-1.4,10.0,·,·
COc1cc2cc(CN(CCc3cccc(C)c3)C(=S)NCCCN(C)C)c(=O)[nH]c2cc1OC,8.7,25.0,-0.2,9.2,·,14.0,8.5,9.6
COc1ccc(/C=C/C(=O)OCC(=O)NC2CCCC2)cc1,8.4,2.0,0.0,3.8,-0.9,-2.0,-11.4,-3.2
CCOc1ccc(NC(=O)Nc2c(C)n(C)n(-c3ccccc3)c2=O)cc1,-9.5,4.0,0.0,-1.0,0.1,-13.5,10.4,-3.4
C[C@@H]1CN([C@@H](C)CO)C(=O)c2cc(NC(=O)CCN3CCOCC3)ccc2O[C@H]1CN(C)C(=O)Nc1ccccc1,26.0,-8.5,-0.6,·,-1.6,-4.7,-1.9,-1.5
CN(C)CCCNC(=O)C[C@@H]1CC[C@@H]2[C@H](COc3ccc(NC(=O)c4cccc(F)c4)cc3C(=O)N2C)O1,14.4,-42.1,0.3,-16.6,1.2,5.9,4.6,6.9
Cc1ccc(Nc2c(-c3ccccc3O)nc3ncccn23)cc1,-14.1,18.3,-0.1,11.5,1.5,21.2,-8.8,2.9
O=C(O)c1ccccc1NC1CCCCC1NS(=O)(=O)c1ccccc1 (stereo not drawn),-9.7,-22.5,0.1,·,-0.6,-3.2,-0.2,-5.6
CCC1Oc2ccc(C)cc2N(CC(=O)N2CCOCC2)C1=O (stereo not drawn),23.4,-30.8,0.0,5.6,1.1,·,-3.4,-2.3
C[C@H](CO)N1C[C@H](C)[C@H](CN(C)C)Oc2c(NC(=O)c3ccncc3)cccc2C1=O,12.1,-15.2,0.1,7.6,1.3,-5.4,-0.1,-1.5
CCNC(=O)C[C@H]1CC[C@H]2[C@H](COc3ccc(NC(=O)c4ccc5c(c4)OCO5)cc3C(=O)N2C)O1,8.6,7.8,0.5,-2.9,-1.6,1.6,-0.6,-7.1
Clc1cccc(CN2CCN(c3ncc(Cc4ccccc4)cn3)CC2)c1Cl,·,10.1,0.4,17.3,-5.0,·,-6.8,?
COc1ccc(NC(=O)N2C[C@H](O)COC[C@@H]3O[C@@H](CC(=O)N4CCOCC4)CC[C@H]32)cc1,10.2,-2.2,0.1,-2.4,-1.0,3.3,3.5,-10.1
COc1cccc(C2/C(=C(/O)c3ccc4c(c3)CC(C)O4)C(=O)C(=O)N2c2nnc(C)s2)c1 (stereo not drawn),26.9,-20.4,0.2,·,0.5,4.4,-7.3,12.3
CN(C)CC(=O)N1[C@H](C#N)[C@H](c2ccc(C#CC3CCCCC3)cc2)[C@@H]1CO,-4.7,-5.3,0.0,-15.4,-2.2,17.4,6.7,39.7*
C[C@H](CO)N1C[C@H](C)[C@@H](CN(C)S(=O)(=O)c2ccccc2)Oc2ccc(NC(=O)CCN3CCOCC3)cc2C1=O,15.1&3.5,-6.2&-9.7,-1.1&-0.1,6.2&-3.4,3.6&-4.7,1.7&-1.9,3.3&2.7,-0.8&-2.2
CC12CCC(=O)C=C1CCC1C2C(=O)CC2(C)C1CCC2(O)C(=O)CO (stereo not drawn),8.8,14.7,0.2,0.8,0.6,-9.5,0.4,7.4
Cc1ccccc1-n1c(SCC(=O)N2CCCCC2)nc(O)cc1=O,11.8,3.6,0.1,6.9,-2.6,·,1.4,-4.9
CCn1c(=S)sc2c(=O)n(CC(=O)Nc3ccc(OC)cc3)c(C)nc21,10.3,8.4,0.2,·,1.7,-32.3,0.7,?
CCCNC(=O)Nc1ccc2c(c1)C(=O)N(C)C[C@@H](OC)[C@@H](C)CN(Cc1ccccn1)[C@H](C)CO2,4.9,-2.8,-0.7,6.1,-0.7,4.9,·,·
Cc1ccc(S(=O)(=O)Nc2ccc3c(c2)C(=O)N([C@@H](C)CO)C[C@H](C)[C@@H](CN(C)Cc2ccc(C(=O)Nc4ccccc4N)cc2)OCCCC[C@@H](C)O3)cc1,-17.9,17.9,0.0,·,3.4,·,-4.8,-8.0
COc1ccc(OC)c(NC(=O)C(=S)NC2CCCCC2)c1,5.0,2.0,0.2,-10.6,-0.5,6.4,-0.6,5.3
CCCNC(=O)N1CC2(CN(S(=O)(=O)c3cccc(OC)c3)C2)c2c(n(C)c3cc(OC)ccc23)[C@H]1CO,5.4,·,0.5,18.2,8.6*,·,·,40.6*
O=C(c1ccc2c(c1)OCO2)N1CC2(C1)[C@H](c1ccccc1)[C@H](CO)N2C(=O)C1CCC1,0.5,-1.0,-0.1,3.3,1.3,·,3.4,5.9
CN(C)CCCn1c(N)c(S(=O)(=O)c2ccccc2)c2nc3ccccc3nc21,12.6,-9.8,0.1,1.1,0.1,·,-0.5,5.0
CCCCCc1c(-c2ccc(OC)c(OC)c2)ncn1CCc1ccccc1OC,-29.6,49.0,0.0,44.3,6.5,·,3.4,-10.1
COc1ccccc1CNC(=O)CCNS(=O)(=O)/C=C/c1ccc(C)cc1,-10.5,2.8,0.1,-3.7,-1.9,·,-8.6,14.6
Cc1c(NC(=O)COc2cccc3c2OC(C)(C)C3)c(=O)n(-c2ccccc2)n1C,4.0,-10.5,0.2,7.4,3.7,·,-2.7,6.0
C(=C\c1ccccc1)/CN1CCN(C(c2ccnc3ccccc23)c2nnnn2-c2ccc3c(c2)OCCO3)CC1 (stereo not drawn),-16.6,7.1,0.7,-8.6,-1.4,·,-5.9,5.9
C[C@@H]1CN([C@@H](C)CO)C(=O)c2cc(-c3cccc(C(=O)N(C)C)c3)cnc2O[C@@H]1CN(C)S(=O)(=O)c1ccc(F)cc1,8.0,-2.7,-0.1,-2.7,-3.2,5.4,3.8,-4.1
CCN(CC)c1ccc(CNc2ccc3c(c2)ncn3C(C)(C)C)cc1,-37.3,1.0,0.0,3.7,2.1,21.3,0.5,0.1
Cc1nc(SCC(=O)NC2CC2)c2c(C)c(C)sc2n1,5.1,17.6,0.3,1.1,-0.2,·,-7.0,-2.2
CCCN(C(=O)CSc1nnc2ccccn12)C1CCS(=O)(=O)C1 (stereo not drawn),5.7,3.3,0.1,-1.8,-0.1,1.0,-2.4,0.3
# (further entries)
SMILES,INS-1E GSIS act,PAX8 reporter,XiGFP reactiv,EWS-Fli block,CFTR F508del cor,ARNT TACC3 PPI,ERp5 block,DENV2 CPE rescue
Cc1cccc(NC(=O)C2CC3CCC2C3)c1C (stereo not drawn),-25.7,-14.9,0.4,-0.2,1.8,14.2,1.0,0.7
COc1cc(C(=O)Nc2ccc(Nc3ccccc3)cc2)cc(OC)c1OC,-9.6,19.7,0.1,6.3,-0.7,9.2,0.4,12.1
Cc1noc(C)c1S(=O)(=O)Nc1ccc2c(c1)C(=O)N([C@@H](C)CO)C[C@H](C)[C@H](CN(C)C(=O)CCC(F)(F)F)OCCCC[C@H](C)O2,-12.8,-4.9,0.1,24.1,-0.1,0.6,2.1,33.9*
COc1ccc(-c2cnc3c(c2)C(=O)N([C@H](C)CO)C[C@H](C)[C@H](CN(C)C(=O)Cc2ccccc2)O3)cc1,5.4,-9.8,-0.7,-2.3,-0.5,-0.8,-2.6,-10.5
Cc1cc(-c2c(C)[nH]n(-c3ccccc3)c2=O)n[nH]1,-0.4,-2.6,0.2,-0.2,-1.1,·,1.8,-0.3
Cc1cc(C)cc(-n2nc(C)cc2N)c1,-16.0,·,·,9.3,-6.3,-3.3,-2.1,-1.2
C[C@@H]1CN([C@H](C)CO)S(=O)(=O)c2ccc(C3=CCCC3)cc2O[C@H]1CN(C)C(=O)c1ccc(F)cc1,-9.8,-12.7,0.2,5.8,1.2,-3.0,-2.6,·
OC(c1ccc(Cl)cc1)c1ncc(-c2ccc(Cl)cc2)[nH]1 (stereo not drawn),-17.2,-24.3,0.2,-1.2,-0.9,·,-0.5,12.5

# Not a hit list; 4.2% or so of the library scored in one or more.
